From PubChem
Peg3 imprint: genomic imprint erasure induction. mouse ES Peg3-LacZ reporter, beta-gal luminescence, 40 h. 0.02% of 110,000 active. Potency, µM (top dose mostly 60.7 µM), without a hit: at the highest dose activity change, positive = activation, hits mostly activators;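 further: 0% = negative control wells on the plate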
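Readout: BetaGlo luminescence (5 min, room temp) for LacZ from the normally silent maternal Peg3 allele in female Peg3LacZ-Neo ES cells. Cells 300/well, 40 h, 37C, 5% CO2. Data normalized per plate to negative controls.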
p53ts 39C kill: p53ts cell cytotoxicity, nonpermissive temperature; 1.5% of 130,000 active; Potency, µM (doses to about 46.1 µM), inactives show at the highest dose activity change, negative = cell killing, actives largely listed as cytotoxic; H1299-p53A138V viability at 39C, ATP luminescence, 24 h; further: nearly all actives have a fitted effect of over 55% in size
p53ts 32C kill: p53ts cell cytotoxicity, permissive temperature; H1299-p53A138V at 32C, ATP luminescence viability, 24 h; Potency, µM (highest dose often 46.1 µM), without a hit: at the highest dose activity change, negative = cytotoxicity, actives largely listed as cytotoxic; 0.93% of 130,000 active; AID 924;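 further: 0% = DMSO and -100% = full killing by reference compound; nearly all actives have a fitted effect of over 55% in size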
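ATP-content luminescence (ATPlite) read-out after 24 h compound exposure at 32C in H1299-p53A138V cells (600/well). Tested up to 46 uM. Normalized to DMSO (0%) and 100 uM tamoxifen (100% killing); Hill-fit AC50.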
IkB sig inh: inhibitors of IkB signaling in ABC-DLBCL cells; ABC-DLBCL IkBa-CBG/CBR dual luciferase ratio, 4 h; response scale: scaled: untreated 0%, proteasome inhibitor 100%; Potency, µM (doses to about 57.1 µM), without a hit: at the highest dose IkBa stabilization activation; 0.04% of 110,000 active; active means well fitted curve in the direction sought with a large enough effect in the signal ratio, not every such curve was filed as active; inconclusive means small, poorly fitted or top-dose-only effect, or a change in a side signal; the % refers to the signal ratio;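 further: the direction sought is a rising ratio; 0% = basal untreated cells and 100% = reference inhibitor full response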
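Curves were fitted separately to fusion (green), unfused (red) and ratio luminescence, then classed by r2, magnitude and activity. Cells: OCI-Ly3, 4 h compound plus doxycycline at 37C; 10 uM MG-132 defined full response.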
An asterisk follows results filed as active; ? = inconclusive; · = no result given; [ ] = dose if it differs, or a comment. Unless noted, the call rests on the fitted dose curve; in most records, active means well fitted curve in the direction sought with a large enough effect; inconclusive means small, poorly fitted or top-dose-only effect, or another doubt; inactive means no such curve, though single readings can be large; an effect the other way counts as inactive or inconclusive. Unless noted, on the % scale 0 is the no-effect control and ±100 the full control effect; potency means the concentration at half of the fitted maximal effect. Compounds as they come; about 1.7% have a hit in one of these screens.

SMILES	Peg3 imprint	p53ts 39C kill	p53ts 32C kill	IkB sig inh
COc1cc2c(cc1OC)C(COc1cc(C)cc(C)c1)N(C(=O)c1ccc(S(=O)(=O)N3CCCC3)cc1)CC2 (stereo not drawn)	-10%[10.9 µM]	-15%	0%	?
Cc1cc(C)cc(OC(C)C(=O)Nc2nonc2-c2ccc(Br)cc2)c1 (stereo not drawn)	-2%[10.9 µM]	-17%	-18%	?
Cc1ccc(NC(=O)C2CCN(S(=O)(=O)c3cccc4nsnc34)CC2)cc1F	-10%[10.9 µM]	6%	-1%	-3.2%
CN(C)C(=O)c1c(-c2ccccc2)oc2ccc(O)cc12	-17%	-2%	2%	-3.3%
CCn1c(CC(=O)Nc2ccc(C)cc2)nnc1SCC(=O)NCc1ccccc1	-9%	3%	5%	-1.0%
COc1ccccc1C(CCN(Cc1cccs1)C(C)=O)c1ccco1 (stereo not drawn)	-16%	-2%	7%	5.6%
O=S(=O)(NCc1ccc(F)cc1)c1ccc(-c2cnc(C3CC3)o2)cc1	-11%[10.9 µM]	-15%	2%	?
COc1ccc(S(=O)(=O)NCCC(=O)NCc2ccccc2)cc1	-7%	-2%	-15%	1.1%
Cc1[nH]nc(N=CC2=C(O)CC(C)(C)CC2=O)c1-c1ccc(Cl)cc1	-24%	-21%	-33%	-0.8%
CCOc1ccc(CCNc2ncnc3onc(-c4ccc(Cl)cc4)c23)cc1	-9%[10.9 µM]	-20%	0%	?
Cc1ccc(S(=O)(=O)NCCc2cn3ccsc3n2)c(C)c1	12%[10.9 µM]	0%	-10%	2.2%
CC(C)CO/N=C1/C[C@@H](O)[C@@H](O)[C@@H]2[C@@H]3C(=O)N(c4cccc(Oc5ccccc5)c4)C(=O)[C@H]3CC[C@H]12	·	2%[9.22 µM]	-6%[9.22 µM]	·
O=C(CSc1nnc(Cc2ccccc2)n1Cc1ccco1)NC12CC3CC(CC(C3)C1)C2	-11%	23%	18%	?
CCOc1ccccc1C1C(C(=O)OC)=CN(C)C=C1C(=O)OC	-2%	-10%	9%	0.5%
CCOc1ccc(CCNC(=O)CCN2N=C(c3ccc(OC)cc3)CCC2=O)cc1OCC	-8%[10.9 µM]	12%	19%	-2.6%
CCOc1ccc(-c2nnn(CC(=O)c3ccc4c(c3)OCCO4)n2)cc1OCC	-9%	-7%	-9%	?
Cn1c(=O)oc2cc(S(=O)(=O)NCC3CCCO3)ccc21 (stereo not drawn)	-5%	5%	-1%	?
CC(CNC(=O)CC(C)(C)C)NC(=O)CC(C)(C)C (stereo not drawn)	·	-2%	-13%	·
Cc1ccc2nc3sc(C(=O)NCCCN(C)c4ccccc4)cc3cc2c1	-6%[10.9 µM]	-21%	-2%	?
Cc1cc(C)cc(OCCSc2nc3ccc(NC(=O)c4cccs4)cc3s2)c1	-11%[10.9 µM]	-13%	-3%	?
O=C(CSc1ccc2nnc(CCNS(=O)(=O)c3ccccc3)n2n1)Nc1ccccc1C(F)(F)F	-16%[10.9 µM]	8%	2%	-0.5%
Cc1cc(=O)oc(C)c1C(=O)NCc1c(F)cc(F)cc1F	-7%	7%	8%	3.8%
Cc1nn(C/C(C#N)=N\O)c(C)[n+]1N	8%	5%	4%	2.7%
O=C(c1cnccn1)N1CCC2(CC1)CN(c1ccccc1)C2	·	-6%	-14%	2.3%[11.4 µM]
O=S(=O)(Nc1ccc2nc(-c3ccc(F)cc3)oc2c1)c1ccccc1	-5%[10.9 µM]	-12%	0%	?

The results go on:
SMILES	Peg3 imprint	p53ts 39C kill	p53ts 32C kill	IkB sig inh
COc1ccc(-c2cc3nc(C)c(CCC(=O)NCc4ccccc4Cl)c(C)n3n2)c(OC)c1	-13%[10.9 µM]	-29%	11%	?
COC(=O)c1c(NC(=O)/C=C/c2ccc(OC)cc2)sc2c1CCC2	5%[10.9 µM]	?	4%	0.8%
CC1(N2CCOCC2)CC2(O)C(=[N+]1[O-])CCc1nonc12 (stereo not drawn)	-31%[inhibitor]	14%	5%	7.4%
COC(=O)CSc1nnc(-c2ccccc2OC)o1	-8%	6%	-1%	-7.7%
Cc1ccc(C)c(-n2nnnc2Sc2nnnn2-c2ccccc2)c1	-27%	10µM*	-14%	?
Cn1c(=O)c2c([nH]c(=O)n2C)n(C)c1=O	18%	7%	8%	1.3%
Cc1cc(S(=O)(=O)N2CCN(c3c(C)cccc3C)CC2)ccc1F	-21%	-8%	-4%	2.2%
O=C(NCCc1ccc(Cl)cc1)c1nnc(Cc2ccc(F)cc2)o1	-2%[10.9 µM]	-10%	5%	-1.1%
CCCCOC(=O)NS(=O)(=O)c1sc(CC(C)C)cc1-c1ccc(Cn2c(CC)nc3c(C)cc(C)nc32)cc1	-32%[inhibitor]	15%	68%[activator]	31%
O=C(CSc1ccc(-c2cccs2)nn1)Nc1ccccc1C(F)(F)F	-12%[10.9 µM]	-1%	-2%	-1.7%
COc1cc(C(=O)NCC2CCCO2)ccc1OCc1c(C)noc1C (stereo not drawn)	11%	3%	10%	0.6%
O=C(CSc1ncn(-c2ccccc2)n1)Nc1nc(-c2ccccc2)cs1	·	12%	-9%	·
N[C@@H](C(=O)O)c1ccc(P(=O)(O)O)cc1	-7%	-1%	3%	0.4%
CN(C(=O)c1cccc(N2C(=O)C3CC=CCC3C2=O)c1)C1CCCCC1 (stereo not drawn)	?	7%	-9%	-0.2%
c1ccc(-c2nc3cc(Oc4ccc5oc(-c6ccccn6)nc5c4)ccc3o2)nc1	-9%	-6%	-11%	1.1%
CCOC(=O)c1cnc(-n2nc(C)cc2C)nc1NCc1ccccc1	-21%	?	?	?
O=C(Nc1ccc(Cl)cn1)c1cc2ccccc2o1	-60%[inhibitor]	?	13µM*	?
O=S(=O)(c1ccc2nc(Nc3ccc(F)cc3)ccc2c1)N1CCCC1	-11%[10.9 µM]	4%	-1%	-1.4%
COc1cccc(-c2nc(CS(=O)CC(=O)NCc3ccccc3)c(C)o2)c1 (stereo not drawn)	-8%	2%	4%	1.5%
O=C(O)C1CCCN1S(=O)(=O)c1cc(Cl)ccc1Cl (stereo not drawn)	-1%	3%	-10%	0.1%
CC(=NC(C)C)C1=C(O)CCC1=O	0%	-5%	0%	0.1%
COc1ccc(-c2cc3nc(C)c(CCC(=O)N4CCN(c5ccc(F)cc5)CC4)c(C)n3n2)c(OC)c1	10%[10.9 µM]	-27%	17%	?
Cc1noc(C)c1S(=O)(=O)NCCc1csc2nc(-c3ccc(F)cc3)nn12	10%[10.9 µM]	-8%	-6%	?
CCn1c(=N)n(CC(O)c2ccco2)c2ccccc21 (stereo not drawn)	-10%	-3%	-5%	0.0%
O=C(O)c1cc(Cl)c(Cl)cc1C(=O)N1CCCC1	·	-4%	7%	·

(continued)
SMILES	Peg3 imprint	p53ts 39C kill	p53ts 32C kill	IkB sig inh
CCCn1c(=O)c2sccc2n2c(CCCC(=O)Nc3ccccc3OCC)nnc12	-2%[10.9 µM]	27%	-7%	-1.9%
CCOC(=O)c1oc2ccccc2c1NC(=O)COc1cccc(OC)c1	-15%	-7%	-5%	0.3%
Cc1ccnc(N2CCC(C(=O)Nc3ccc(Oc4ccccc4)cc3)CC2)n1	1%	12%	0%	-1.7%
CC(=O)Oc1cc2oc(=O)c3c(c2cc1Cl)CCC3	-67%[inhibitor]	-5%	9%	0.0%
Cc1ccc(CNC(=O)CCSCc2cnn(-c3ccccc3)c2-n2cccc2)cc1	-8%[10.9 µM]	27%	7%	?
Cn1nccc1C(=O)N1CCN(c2ccc(F)cc2)CC1	·	-24%	-2%	·
O=C(CC1N=C2c3ccccc3N=C(SCC(=O)Nc3ccccc3F)N2C1=O)NCc1cccs1 (stereo not drawn)	-7%[10.9 µM]	-13%	4%	3.3%
Cc1ccc(S(=O)(=O)c2cn(CC(=O)Nc3ccc4c(c3)OCO4)c3ccc(F)cc3c2=O)cc1	-10%[10.9 µM]	4%	19%	7.0%
Cc1cc(F)ccc1NC(=O)c1csc2c1CCC(C)C2 (stereo not drawn)	-9%[10.9 µM]	-18%	?	0.1%
FC(F)(F)c1cccc(N2CCN(Cc3nnc(-c4ccccc4)o3)CC2)c1	-5%[10.9 µM]	-10%	4%	?
COc1ccc(N2CCN(C(=O)c3nn(C)c4c3CSc3ccccc3-4)CC2)cc1	-5%[10.9 µM]	-10%	-5%	-1.6%
Cc1cc(Cl)ccc1NC(=O)CS(=O)(=O)c1cccc2nsnc12	-4%[10.9 µM]	-21%	0%	1.6%
Cc1ccc(S(=O)(=O)N(C)Cc2nc(-c3ccccc3)oc2C)cc1	-13%[10.9 µM]	-16%	-1%	3.2%
O=C(OCC(=O)N1CCCC1)c1cccs1	-40%[inhibitor]	0%	-5%	0.4%
CCOC(=O)c1cnc(SC)nc1Oc1cccc(NS(=O)(=O)c2ccc(Cl)cc2)c1	·	6%	5%	·
C/C(=N\n1nnnc1Nc1ccccc1)c1ccc(N)cc1	-4%	12%	-5%	4.8%
CCOc1ccc(S(=O)(=O)Nc2nc3ccccc3nc2Nc2ccc(OC)cc2)cc1	-5%[10.9 µM]	-8%	-10%	?
CO/N=C\[C@@H](C)[C@H](OCc1ccccc1)C(C)C	·	4%[9.22 µM]	2%[9.22 µM]	·
CC(C)(C)NC(=O)CSc1ccc(C(C)(C)C)cc1	·	20%	-3%	·
CCN(CC)C(=O)c1sc2c(c1C)c(=O)n(-c1ccccc1)c(=O)n2CC(=O)Nc1ccc(C)cc1C	-10%[10.9 µM]	-4%	10%	-1.4%
COc1ccc(OC)c(-c2csc(-c3c(N)c(C(=O)c4ccccc4)n4ccccc34)n2)c1	5%[10.9 µM]	6%	-7%	?
C=CCn1c(NC(=O)c2ccc(Br)o2)c(C(=O)OCC)sc1=S	-6%	-3%	0%	1.1%
CCc1ccccc1NC(=O)CN(C)Cc1nc(N)nc(Nc2ccccc2C)n1	-17%	-4%	-14%	-2.4%
COc1ccc(S(=O)(=O)NCC(c2ccco2)S(=O)(=O)c2ccc(C)cc2)cc1C (stereo not drawn)	5%[10.9 µM]	-10%	-9%	?
CC[N+](CC)(CC)CCOc1cccc(OCC[N+](CC)(CC)CC)c1OCC[N+](CC)(CC)CC	-5%	9%[20.6 µM]	-8%[20.6 µM]	0.1%[25.6 µM]

Sorted by count of non-hydrogen atoms (low to high): four of the compounds above
SMILES	Peg3 imprint	p53ts 39C kill	p53ts 32C kill	IkB sig inh
CO/N=C\[C@@H](C)[C@H](OCc1ccccc1)C(C)C	·	4%[9.22 µM]	2%[9.22 µM]	·
Cc1cc(Cl)ccc1NC(=O)CS(=O)(=O)c1cccc2nsnc12	-4%[10.9 µM]	-21%	0%	1.6%
CCc1ccccc1NC(=O)CN(C)Cc1nc(N)nc(Nc2ccccc2C)n1	-17%	-4%	-14%	-2.4%
Cc1ccc(CNC(=O)CCSCc2cnn(-c3ccccc3)c2-n2cccc2)cc1	-8%[10.9 µM]	27%	7%	?

(more compounds)
SMILES	Peg3 imprint	p53ts 39C kill	p53ts 32C kill	IkB sig inh
COc1ccc(OC)c(Nc2nc(-c3sc(C)nc3C)cs2)c1	-28%	-7%	-1%	?
COc1ccccc1-c1noc(CCCC(=O)NCc2ccco2)n1	-8%[10.9 µM]	-28%	3%	-0.3%
CCCOc1ccccc1C(=O)Nc1nc2c(s1)CCCC2	-16%[10.9 µM]	5%	-22%	?
O=C(OCc1nc2ccccc2s1)c1cnccn1	-8%	-6%	3%	7.0%
Cc1cccc(OCC(=O)OCC(=O)c2c(N)n(C)c(=O)n(C)c2=O)c1	-2%	-4%	4%	0.4%
COc1cccc(OC(=O)CSc2nnc(-c3ccc4c(c3)OCO4)o2)c1	-6%[10.9 µM]	14%	11%	-1.5%
O=C(NCC1CCCO1)c1c[nH]c2ccc(S(=O)(=O)Nc3cccc(C(F)(F)F)c3)cc2c1=O (stereo not drawn)	-14%[10.9 µM]	-8%	8%	?
COc1cccc(N2CC(C(=O)OC(C)C(=O)c3ccccc3)CC2=O)c1 (stereo not drawn)	-8%	-1%	-4%	0.3%
COc1cccc(/C=C/c2ccncc2)c1OC	-22%	-6%	-18%	-1.5%
COc1ccc(OC)c(S(=O)(=O)N2CCCCC2C(=O)N2CCN(c3ccccn3)CC2)c1 (stereo not drawn)	-9%	-9%	-15%	0.2%
CCOC(=O)Cn1nc(C)c(NC(=O)COc2ccccc2)c1C	-2%[10.9 µM]	-2%	18%	0.5%
O=C(c1ccccc1)c1cccn1CC(=O)N1CCN(c2ccccc2)CC1	-15%	-7%	-5%	3.3%
